# CASP6 VEID inh: inhibitors of human caspase-6. P55212. purified caspase-6, Z-VEID-R110 cleavage fluorescence. inhibition, % at 12.5 µM. 0.53% of 350,000 active;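 active = mean inhibition across replicates at least about 35%, with every replicate also reaching that limit, limit read from the data; inconclusive = only one of the two criteria met; inactive = neither criterion met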;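 also: 0% = median of neutral control wells and 100% = no fluorescence left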
# DENV2 CPE rescue: DENV2-induced cell death inhibition | DENV2-infected cells, cytopathic effect rescue, plate reader | CPE inhibition, % at 9.99 µM | 1.7% of 350,000 active | AID 651640; in the data active = CPE inhibition above about 20%, passing the limit was not always enough; inconclusive = no clear call, values can overlap the other calls; tested in BHK-21 cells;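 also: 0% = median of neutral control wells and 100% = median of positive control wells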
# ERp5 inh: inhibitors of human ERp5; ERp5 insulin aggregation, absorbance 650 nm, 90 min; inhibition, % at 9.99 µM; 0.05% of 350,000 active;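 active = mean replicate inhibition above about 25%, with every replicate also reaching it, limit read from the data, passing the limit was not always enough; inconclusive = only one of those two criteria met; inactive = neither criterion met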
# CFTR F508del cor: correctors of CFTR F508del function in bronchial epithelial cells. 0.36% of 350,000 active. activity (quench increase), % at 7.58 µM. AID 720511. CFBE cells, YFP halide quenching; stimulated with forskolin plus potentiator P3; % fluorescence drop versus neutral controls;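 active = mean added fluorescence quench of at least 8% versus neutral control, with both replicates also reaching 8%; inconclusive = only one of the mean or replicate conditions met; inactive = mean below 8% and not both replicates reaching 8%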;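 also: cells transiently co-express mutant CFTR-F508del with the halide-sensitive YFP; corrector assay measuring rescue of mutant channel to the surface after 24 h compound exposure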
# SIRT5 inh: sirtuin-5 (human) deacylase inhibition | Q9NXA8 | Purified SirT5, succinyl-peptide AMC, trypsin-coupled fluorescence | inhibition, % at 15 µM | 1.1% of 330,000 active; in the data active = inhibition above about 15%; inconclusive = no clear call, values can overlap the other calls
# ERAP1 inh: inhibitors of human ERAP1 aminopeptidase; Q9NZ08; recombinant ERAP1, Leu-AMC fluorescence, 60 min; inhibition, % at 10.7 µM; 0.15% of 340,000 active; AID 652197;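 active = mean replicate inhibition of at least 30%, or all replicates individually reaching that 30% level; inactive = mean below 30% and not every replicate reaching it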;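 also: 0% = neutral control wells and 100% = L-leucinethiol positive control wells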
# Target sequence (Q9NZ08 whole entry, looked up): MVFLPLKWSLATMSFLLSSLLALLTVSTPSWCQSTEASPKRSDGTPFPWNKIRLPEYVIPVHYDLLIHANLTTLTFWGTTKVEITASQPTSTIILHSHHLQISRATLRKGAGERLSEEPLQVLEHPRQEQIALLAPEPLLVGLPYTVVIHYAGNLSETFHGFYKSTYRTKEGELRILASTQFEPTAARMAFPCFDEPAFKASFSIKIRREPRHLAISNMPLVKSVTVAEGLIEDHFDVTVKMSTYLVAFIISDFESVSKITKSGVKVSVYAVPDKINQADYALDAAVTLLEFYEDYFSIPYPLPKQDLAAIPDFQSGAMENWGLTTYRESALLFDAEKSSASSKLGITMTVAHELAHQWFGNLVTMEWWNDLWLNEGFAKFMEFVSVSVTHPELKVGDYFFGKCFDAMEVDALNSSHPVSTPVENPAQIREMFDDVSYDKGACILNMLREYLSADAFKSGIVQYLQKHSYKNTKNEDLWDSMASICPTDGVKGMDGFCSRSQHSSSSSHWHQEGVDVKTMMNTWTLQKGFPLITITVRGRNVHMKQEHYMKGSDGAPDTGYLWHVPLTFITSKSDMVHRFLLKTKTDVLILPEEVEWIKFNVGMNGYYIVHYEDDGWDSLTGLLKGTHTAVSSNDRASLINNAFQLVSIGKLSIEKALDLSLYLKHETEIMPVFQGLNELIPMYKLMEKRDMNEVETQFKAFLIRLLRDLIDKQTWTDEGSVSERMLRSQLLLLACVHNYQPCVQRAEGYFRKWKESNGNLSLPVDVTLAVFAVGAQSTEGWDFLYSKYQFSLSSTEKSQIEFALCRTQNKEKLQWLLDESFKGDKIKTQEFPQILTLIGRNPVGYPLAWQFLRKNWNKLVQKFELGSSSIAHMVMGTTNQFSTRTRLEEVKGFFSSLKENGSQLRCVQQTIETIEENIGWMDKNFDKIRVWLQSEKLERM
# miR-122 sensor: blocks miR-122 activity in Huh7 sensor cells; 0.3% of 340,000 active; Huh7 miR-122 Renilla luciferase sensor, 48 h; neutral wells = 0, positive control = 100; activation (reporter increase), % at 12.5 µM; AID 602342;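 active = mean replicate activation score at least 90 and every replicate individually at or above 90; inconclusive = only one of the two criteria met; inactive = neither criterion met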;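 also: higher luciferase means less miR-122 activity so hits act as miR-122 inhibitors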
# The depositor's hits bear a star; ? = inconclusive; · = not tested or not shown; [ ] = another dose, or the depositor's remark.
# Second line of a record: CASP6 VEID inh, DENV2 CPE rescue, ERp5 inh, CFTR F508del cor, SIRT5 inh, ERAP1 inh, miR-122 sensor
1: Cc1ccc(C(=O)CSc2nnnn2-c2ccccc2)o1
  -1, -3, 3, 1.4, -1, 5, ·
2: Cc1noc(C)c1NC(=O)N(C)C[C@H]1OCCCC[C@H](C)Oc2ccc(NC(=O)c3ccccc3)cc2C(=O)N([C@@H](C)CO)C[C@H]1C
  2, -2, -1, 1.1, 2, 0, 2[16.7 µM]
3: CCSc1nc2nccnc2c(=O)[nH]1
  -2, 2, 4, -0.2, -2, 2, -12
4: Cc1nc2ccc(S(=O)(=O)CCC(=O)NCCc3ccccc3)cc2s1
  0, -4, 5, -0.1, -2, -1, 1
5: COc1ccc(CCNC(=O)Cc2ccc(C)cc2)cc1OC
  0, -2, -1, 0.5, 0, 0, ·
6: CC(C)NC(=O)N(C)C[C@H]1OCc2cnnn2CCCC(=O)N([C@@H](C)CO)C[C@@H]1C
  0, 45*, 3, 0.1, 3, -1, -3[16.7 µM]
7: COC(=O)C1=CN(c2ccc(N3CCOCC3)cc2)C(N)=C(C#N)C1c1cccc(OC)c1OC (configuration not stated)
  4, -2, -10, 1.0, 0, 1, ·
8: CCCN1CCN(C(=O)c2nn(-c3ccc(OC)cc3)c(=O)c3c2c2ccccc2n3C)CC1
  -2, -7, 2, -2.2, -1, -2, 3
9: Cc1ccc(S(=O)(=O)NNc2ccccc2)c(C)c1
  0, ?, 1, ·, -5, 2, 3
10: O=C(NCc1ccc2c(c1)OCO2)[C@@H]1[C@@H](CO)[C@@H]2Cn3c(cccc3=O)[C@H]1N2Cc1ccccc1
  2, 0, 1, 0.4, 2, 0, -3[16.7 µM]
11: Cc1ccc(C2(C)NC(=O)N(CC(=O)Nc3ccc(Cl)c(S(=O)(=O)N4CCCCC4)c3)C2=O)cc1 (configuration not stated)
  3, 14, -1, 2.1, -7, -1, -14
12: COc1cccc(NC(=O)COC(=O)CNC(=O)C2CCCCC2)c1
  2, -1, -3, 3.9, -1, -2, ·
13: CS(=O)(=O)N1[C@H](C#N)[C@H](c2ccc(C#CC3CCCC3)cc2)[C@H]1CO
  3, 29*, -7, 1.5, 2, 2, ·
14: COc1ccccc1C(=O)N1C[C@@H]2[C@H](c3ccccc31)[C@H](CO)N2C(=O)C1CCCC1
  2, 22*, -3, 2.2, 0, 0, 0[16.7 µM]
15: COc1cc(OC)c(/C=N/NC(=O)c2ccc(Cn3nc([N+](=O)[O-])cc3C)cc2)c(OC)c1
  5, 0, -1, -1.1, -5, -1, ·

# Molecules above with an aryl thioether with sulfur outside any ring (2):
# Second line of a record: CASP6 VEID inh, DENV2 CPE rescue, ERp5 inh, CFTR F508del cor, SIRT5 inh, ERAP1 inh, miR-122 sensor
1: Cc1ccc(C(=O)CSc2nnnn2-c2ccccc2)o1
  -1, -3, 3, 1.4, -1, 5, ·
3: CCSc1nc2nccnc2c(=O)[nH]1
  -2, 2, 4, -0.2, -2, 2, -12

# Next structures:
# Second line of a record: CASP6 VEID inh, DENV2 CPE rescue, ERp5 inh, CFTR F508del cor, SIRT5 inh, ERAP1 inh, miR-122 sensor
16: O=C(CSc1nnc(-c2cccc(F)c2)o1)Nc1nncs1
  0, -7, 0, 1.5, -5, -1, 1
17: CN1CCN(C(=O)/C=C/c2c(F)cccc2Cl)CC1
  -1, 1, 3, 3.5, 1, -3, 1
18: O=S(=O)(c1cc(Cl)ccc1Cl)N1CCC2(CC1)OCCO2
  0, -11, 5, -2.4, 2, -2, 5
19: C[C@H](O)C#Cc1ccc2c(c1)O[C@@H](CN(C)Cc1ccccn1)[C@@H](C)CN([C@H](C)CO)S2(=O)=O
  -1, -1, 2, -1.6, 2, -1, -3[16.7 µM]
20: CCOC(=O)c1c(NC(=O)COC(=O)CNC(=O)c2ccco2)sc(C(C)=O)c1C
  -6, -15, 2, 0.8, -3, -3, -2
21: CSc1n[nH]c(=O)n1-c1ccc(Cl)cc1
  1, 3, -5, -0.1, -4, 3, ·
22: C[C@H]1CN([C@@H](C)CO)C(=O)Cc2cc(NS(=O)(=O)c3ccc(Cl)cc3)ccc2O[C@@H]1CN(C)S(=O)(=O)c1cccs1
  1, -3, 4, -1.6, -4, 1, -3[16.7 µM]
23: O=C(NCc1ccccn1)c1ccccc1OCc1ccc(F)cc1
  -6, 4, -4, -0.1, 0, 0, ·
24: CO[C@@H]1CN(C)C(=O)c2cc(NS(=O)(=O)c3cccc(F)c3)ccc2OC[C@H](C)N(C(=O)Cc2cccnc2)C[C@@H]1C
  0, -3, -2, -0.6, 10, -2, ·
25: O=S(=O)(N/N=C/c1ccc2c(c1)OCCO2)c1ccc(Cl)cc1
  4, ·, 1, -1.2, 2, 1, 0
26: COc1ccc(CCC(=O)Nc2ccc(S(=O)(=O)Nc3nccc(C)n3)cc2)cc1
  58*, -9, 3, 0.5, -2, 3, 3
27: Cc1noc(C)c1NC(=O)N(C)C[C@H]1Oc2c(NC(=O)c3nc4ccccc4s3)cccc2C(=O)N([C@@H](C)CO)C[C@@H]1C
  -2, -4, 0, -0.3, 0, -5, 8[16.7 µM]
28: CN(C1CCCCC1)S(=O)(=O)c1ccc(S(=O)(=O)N(CC(=O)Nc2ccccc2)C2CC2)cc1
  -6, -3, 2, 0.0, -3, -6, 1
29: COc1ccc(C(=O)CC(c2ccccc2)C2CCCCC2=O)cc1 (configuration not stated)
  1, ?, 0, 0.9, -4, 0, ·
30: COc1ccc(NC(C#N)c2ccccc2OCc2ccccc2)cc1 (configuration not stated)
  -2, 2, -3, 0.4, -6, -1, 3
31: COc1ccc(N2C(=O)C(Cl)=C(N3CCOCC3)C2=O)cc1
  8, 2, 7, -5.6, -3, 2, 1
32: CC(C)CCNC(=O)C(c1ccncc1)N(C(=O)Cn1nnc(-c2ccc(F)cc2)n1)c1ccccc1F (configuration not stated)
  3, 1, -7, -2.7, ·, 0, ·
33: Cc1onc(-c2ccccc2)c1C(=O)N1CCCC1
  1, -8, 3, 1.4, -1, 1, ·
34: Cc1nnc(SC(C(=O)Nc2cc(Cl)cc(Cl)c2)c2ccccc2)[nH]c1=O (configuration not stated)
  6, -3, 8, -2.5, -15, 4, ·
35: CN1C(C(=O)Nc2ccccn2)=C(O)c2sccc2S1(=O)=O
  -1, -2, 3, -3.4, -2, 2, -7
36: CC1CN(c2nc3ccccc3nc2SCC(=O)Nc2ccc(F)cc2)CC(C)O1 (configuration not stated)
  -1, -3, 4, 1.4, 6, -2, 6
37: O=C(NNC(=O)c1ccc2c(=O)n3c(nc2c1)CCC3)c1cccc(Cl)c1
  1, -12, 1, -3.7, -3, -2, -3
38: COc1ccc(CN(C)C[C@@H]2Oc3c(NC(=O)c4cnccn4)cccc3C(=O)N([C@@H](C)CO)C[C@H]2C)cc1
  -1, 1, 4, -0.4, -3, 1, 7[16.7 µM]
39: OC[C@@H]1CN(Cc2cccs2)C[C@H](n2cnc3c(N4CCOCC4)ncnc32)O1
  -2, -1, 1, 2.4, -2, -2, 2
40: O=C(C[C@@H]1CC[C@@H]2[C@H](COC[C@@H](O)CN2C(=O)Nc2cc(Cl)cc(Cl)c2)O1)N1CCCCC1
  -1, -7, -1, -1.0, -2, -1, -17[16.7 µM]
41: CCOC(=O)N1CCC(=NNc2ncc(C(F)(F)F)cc2Cl)CC1
  7, ·, -2, -1.8, 1, 0, -15
42: CCc1ccc(NC(=O)CC2C(=O)NCCN2C(=O)c2ccccc2OC)cc1 (configuration not stated)
  -1, 4, 2, -0.6, -1, -3, -4
43: O=C(Nc1ccc(C(=O)NC2CCCCC2)cc1)c1cncc(Br)c1
  0, -3, -3, -1.7, 1, 3, ·
44: CO[C@H]1CN(C)C(=O)c2ccc(NC(=O)C3CCCCC3)cc2OC[C@@H](C)N(Cc2nccs2)C[C@@H]1C
  0, -5, 1, 0.8, 5, -2, 44[16.7 µM]
45: C[C@H](CO)N1C[C@H](C)[C@@H](CN(C)CC2CCCCC2)Oc2c(NC(=O)C3CCCCC3)cccc2C1=O
  0, -9, 0, 4.3, 1, -2, 50[16.7 µM]

# Entries of single compounds, quoted from the list. Screens in order: CASP6 VEID inh	DENV2 CPE rescue	ERp5 inh	CFTR F508del cor	SIRT5 inh	ERAP1 inh	miR-122 sensor
# COc1ccc(N2C(=O)C(Cl)=C(N3CCOCC3)C2=O)cc1 is listed as 8	2	7	-5.6	-3	2	1
# OC[C@@H]1CN(Cc2cccs2)C[C@H](n2cnc3c(N4CCOCC4)ncnc32)O1 is listed as -2	-1	1	2.4	-2	-2	2
# CCOC(=O)N1CCC(=NNc2ncc(C(F)(F)F)cc2Cl)CC1 is listed as 7	·	-2	-1.8	1	0	-15
# CC(C)CCNC(=O)C(c1ccncc1)N(C(=O)Cn1nnc(-c2ccc(F)cc2)n1)c1ccccc1F (configuration not stated) is listed as 3	1	-7	-2.7	·	0	·
# COc1ccc(CN(C)C[C@@H]2Oc3c(NC(=O)c4cnccn4)cccc3C(=O)N([C@@H](C)CO)C[C@H]2C)cc1 is listed as -1	1	4	-0.4	-3	1	7[16.7 µM]

# More results.
# Second line of a record: CASP6 VEID inh, DENV2 CPE rescue, ERp5 inh, CFTR F508del cor, SIRT5 inh, ERAP1 inh, miR-122 sensor
46: CC(SC1=NCCN1S(=O)(=O)c1ccc(F)cc1)c1ccccc1 (configuration not stated)
  -4, 0, -2, -0.2, 1, 5, ·
47: O=C(CNC(=O)c1ccccc1F)NCCOc1ccccc1Cl
  1, -2, 2, 1.0, -4, -1, 10
48: C[C@@H]1CCCCO[C@H](CN(C)C(=O)Nc2ccc3c(c2)OCO3)[C@H](C)CN([C@H](C)CO)C(=O)c2cc(NS(C)(=O)=O)ccc2O1
  2, 12, 4, -0.5, -4, 0, -10[16.7 µM]
49: O=C(CCS(=O)(=O)c1ccc2c(c1)NC(=O)CO2)NCCc1ccccc1
  -2, 10, -1, 0.4, -4, -2, -3
50: C[C@@H]1CN([C@H](C)CO)C(=O)c2cc(NC(=O)c3ccccc3)ccc2O[C@@H](C)CCCCO[C@H]1CN(C)Cc1ccc2c(c1)OCO2
  0, -13, -1, 1.1, 2, -1, -7[16.7 µM]
51: O=[N+]([O-])c1ccc(NCCN2CCOCC2)c([N+](=O)[O-])c1
  42*, -1, 2, 0.0, -3, 5, ·
52: COc1cccc(S(=O)(=O)N2C[C@@H](O)COC[C@@H]3O[C@@H](CC(=O)NCCCN4CCOCC4)CC[C@H]32)c1
  -1, 0, 0, -1.7, -3, -1, -8[16.7 µM]
53: CCCCC1=CC2=CC(=O)C(C)(OC(=O)CC)C(=O)C2=CN1c1ccc(OC)cc1 (configuration not stated)
  7, -2, -1, 2.1, 10, 2, -6
54: COc1ccccc1C(=O)OC1CCCN(C)C1 (configuration not stated)
  -1, 8, 7, -0.3, 2, -5, -10
55: CCC(=O)N1[C@@H]2Cn3c(ccc(C4=CCCC4)c3=O)[C@H]1[C@@H](C(=O)NCC1CCCCC1)[C@@H]2CO
  0, 3, 5, 1.7, -3, -9, -4[16.7 µM]
56: Cn1nnnc1Sc1ncnc2scc(-c3ccc(C(F)(F)F)cc3)c12
  -1, 3, -2, -3.4, ·, 6, 2
57: CCCN(CCC)C(=O)C1CCN(c2cc(C)nc3c(-c4ccc(OC)c(OC)c4)c(C)nn23)CC1
  -2, 2, 2, -5.6, 0, 5, -2

# 3 records picked at random from the list so far, as already listed:
# Second line of a record: CASP6 VEID inh, DENV2 CPE rescue, ERp5 inh, CFTR F508del cor, SIRT5 inh, ERAP1 inh, miR-122 sensor
47: O=C(CNC(=O)c1ccccc1F)NCCOc1ccccc1Cl
  1, -2, 2, 1.0, -4, -1, 10
49: O=C(CCS(=O)(=O)c1ccc2c(c1)NC(=O)CO2)NCCc1ccccc1
  -2, 10, -1, 0.4, -4, -2, -3
50: C[C@@H]1CN([C@H](C)CO)C(=O)c2cc(NC(=O)c3ccccc3)ccc2O[C@@H](C)CCCCO[C@H]1CN(C)Cc1ccc2c(c1)OCO2
  0, -13, -1, 1.1, 2, -1, -7[16.7 µM]
